# GLS inhibitor: qHTS for Inhibitors of Glutaminase (GLS); AID 624170, 2012; Potency, µM (titrated, usually from 45.5 µM), for the others: at the top dose activity change, negative = inhibition, actives largely listed as inhibitors; Glutaminase kidney isoform, mitochondrial (Homo sapiens), O94925; GLS enzymatic activity, qHTS titration; hit rate 0.21% among 410,000; further: potency means the concentration at half of the fitted maximal effect; on the % scale 0 is the no-effect control and ±100 the full control effect
# Target sequence (O94925 whole entry, looked up, canonical isoform): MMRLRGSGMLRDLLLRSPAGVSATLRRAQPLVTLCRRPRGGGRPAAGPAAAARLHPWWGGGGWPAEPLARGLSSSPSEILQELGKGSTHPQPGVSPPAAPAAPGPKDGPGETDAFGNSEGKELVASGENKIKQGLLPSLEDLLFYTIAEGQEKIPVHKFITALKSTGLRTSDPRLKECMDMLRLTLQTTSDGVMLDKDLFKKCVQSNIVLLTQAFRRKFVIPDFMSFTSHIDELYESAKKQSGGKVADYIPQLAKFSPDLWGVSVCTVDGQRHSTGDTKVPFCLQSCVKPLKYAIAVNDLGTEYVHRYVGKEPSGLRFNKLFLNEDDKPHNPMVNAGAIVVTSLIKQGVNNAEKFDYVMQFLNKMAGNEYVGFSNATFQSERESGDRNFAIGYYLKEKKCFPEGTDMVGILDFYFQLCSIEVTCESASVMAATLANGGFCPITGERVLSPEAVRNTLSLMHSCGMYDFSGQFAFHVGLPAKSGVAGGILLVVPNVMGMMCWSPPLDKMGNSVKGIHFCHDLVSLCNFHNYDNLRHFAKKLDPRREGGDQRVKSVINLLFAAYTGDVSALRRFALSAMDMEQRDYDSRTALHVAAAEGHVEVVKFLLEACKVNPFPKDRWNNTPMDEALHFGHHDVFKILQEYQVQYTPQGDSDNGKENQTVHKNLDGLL
#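 Read-out is an Amplex red fluorescence increase coupled through glutamate oxidase and HRP, measured before and after 30 min room-temperature incubation. hKGA is in 45 mM KH2PO4 (pH 8.2) with 0.02% Tween-20; glutamine added as 1mM solution.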
# 12-LOX inh: Primary qHTS assay for inhibitors of human arachidonate 12S-lipoxygenase (ALOX12): Round 2; purified 12hLO, xylenol orange hydroperoxide absorbance; Polyunsaturated fatty acid lipoxygenase ALOX12 (Homo sapiens), P18054; Potency, µM (titrated, usually from 108 µM), for the others: at the highest dose activity change, negative = inhibition, usual class: inhibitors; hit rate 1.1% among 580,000; further: potency means the concentration at half of the fitted maximal effect; on the % scale 0 is the no-effect control and ±100 the full control effect
#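 Purified human 12hLO (150 nM final) in 25 mM Hepes, 0.01% Triton X-100, pH 7.0 was preincubated 15 min at room temperature with compound. Then 40 uM arachidonic acid was added, 30 min. Hydroperoxide was read by Fe-XO absorbance ratio 573/405 nm.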
# BAZ2B inh: qHTS Assay for Inhibitors of BAZ2B | Bromodomain adjacent to zinc finger domain protein 2B (Homo sapiens), Q9UIF8 | hit rate 4.4% among 360,000 | AID 504333, 2011 | AlphaScreen BAZ2B-H3K14Ac peptide displacement | Potency, µM (highest dose often 114 µM), without a hit: top-dose activity change, negative = inhibition, most hits filed as inhibitors; further: potency means the concentration at half of the fitted maximal effect; on the % scale 0 is the no-effect control and ±100 the full control effect; nearly all actives have a fitted effect of over 60% in size
#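 Complex of BAZ2B and biotin-H3K14Ac (50 nM apiece) forms over 30 min at RT, then faces library compounds up to 110 uM for another 30 min; AlphaScreen beads added, 20 min dark incubation, luminescence read.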
# ERG-DNA inh: qHTS for Small Molecule Inhibitors of the ERG Ets/DNA interaction; Transcriptional regulator ERG (Homo sapiens), P11308; fluorescence polarization, His-ERG Ets domain / labelled DNA; Potency, µM (doses to about 76.9 µM), without a hit: top-dose FP activity, negative = inhibition, hits mostly inhibitors; hit rate 0.028% among 370,000; active means well fitted inhibition curve with a large enough effect in the polarisation, with a control signal flat; inconclusive means small, poorly fitted or top-dose-only effect, or effect the other way, or a change in a side signal; inactive means no such curve, though single readings can be large or run the other way; the % refers to the polarisation;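 further: polarization taken with two DNA probes labelled with fluorescein and Texas red; potency means the concentration at half of the fitted maximal effect; % of control where 0% means no effect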
#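 His-tagged ERG Ets domain (1 uM in the protein solution; 300mM KCl, 50mM Tris-HCl, 1mM EDTA, 1mM DTT, pH 7.5) received compound, then a probe mix of 5 nM fluorescein-DNA and 100nM Texas-615-DNA. Fluorescence polarization was read for both dyes.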
# HP1b chromo inh: HTS for Inhibitors of HP1-beta Chromodomain Interactions with Methylated Histone Tails. hit rate 0.56% among 390,000. AlphaScreen HP1-beta / biotin-H3K9me3 peptide binding. AID 540317, 2011. Chromobox protein homolog 1 (Homo sapiens), P83916. Potency, µM (titrated, usually from 114 µM), without a hit: at the highest dose activity change, negative = inhibition, usual class: inhibitors; further: potency means the concentration at half of the fitted maximal effect; nearly all actives have a fitted effect of over 70% in size; inactives centre near 23
#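 Compound inhibition of the preformed complex between 50 nM HP1-beta and 50 nM biotinylated H3K9me3 peptide was read by AlphaScreen. Buffer was PBS pH 7.4 with 0.01% Tween-20. Incubations ran 30 min at room temperature, with 10 ug/mL donor/acceptor beads.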
# G9a inh: qHTS Assay for Inhibitors of Histone Lysine Methyltransferase G9a. Histone-lysine N-methyltransferase EHMT2 (Homo sapiens), Q96KQ7. G9a H3K9 monomethylation, AlphaScreen, 2 h. Potency, µM (highest dose often 102 µM), for the others: top-dose activity, negative = inhibition, most hits filed as inhibitors. hit rate 8.8% among 350,000. AID 504332, 2011; further: potency means the concentration at half of the fitted maximal effect; on the % scale 0 is the no-effect control and ±100 the full control effect; nearly all actives have a fitted effect of over 75% in size
#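 Quantitative HTS format: methyltransferase activity on a biotin-tagged H3K9 peptide is measured by AlphaScreen, using a rabbit anti-monomethyl-H3K9 antibody with streptavidin donor and anti-IgG acceptor beads. Final levels are 20 nM enzyme, 500 nM peptide, 20 uM SAM; 2 h RT.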
# RGS4 inh: Inhibitors of Regulator of G Protein Signaling (RGS) 4: qHTS. Transcreener GDP fluorescence polarization, RGS4-accelerated GTP hydrolysis. Potency, µM (highest dose often 114 µM), without a hit: top-dose activity change, negative = inhibition, usual class: inhibitors. hit rate 0.039% among 390,000. AID 504845, 2011; further: potency means the concentration at half of the fitted maximal effect; on the % scale 0 is the no-effect control and ±100 the full control effect; nearly all actives have a fitted effect of over 75% in size; some results filed as inactive show a strong effect at the top dose
# Target sequence (P49798 whole entry, looked up): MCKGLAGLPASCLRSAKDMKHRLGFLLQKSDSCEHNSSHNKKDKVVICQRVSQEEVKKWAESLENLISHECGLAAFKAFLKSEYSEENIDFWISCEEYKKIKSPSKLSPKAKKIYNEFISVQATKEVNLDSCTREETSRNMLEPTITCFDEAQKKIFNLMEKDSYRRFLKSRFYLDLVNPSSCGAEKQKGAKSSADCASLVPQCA
#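 MLSMR compounds (23 nl, pin-transferred) preincubated 10 min at room temperature with a 500nM (2x) first reagent, then RGS4 at 900nM (2x) plus Transcreener GDP mix added; fluorescence polarization (620/688 nm) read before and after 90 min at 30 °C.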
# PI4K2A inh: qHTS for small molecular inhibitors of PI4K2A; Phosphatidylinositol 4-kinase type 2-alpha (Homo sapiens), Q9BTU6; purified PI4K2A, ADP-Glo luminescence, 1 h; active compounds read low; activity change, negative = inhibition, % at 76.9 µM; hit rate 0.13% among 420,000; AID 1346378, 2018; in the data active means activity change below about -50%; inconclusive means mostly about -30% to -49%;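 further: -100% = wells without enzyme as full effect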
#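 In this quantitative HTS, ADP production by PI4K2A was quantified luminescently after 1 h at ambient temperature; 100 microM adenosine served as plate-quality control.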
# JMJD2A Tudor: qHTS Assay for Inhibitors of JMJD2A-Tudor Domain; Lysine-specific demethylase 4A (Homo sapiens), O75164; AlphaScreen JMJD2A-Tudor / H3K4me3 peptide binding; Potency, µM (highest dose often 114 µM), inactives show at the highest dose activity change, negative = inhibition, actives largely listed as inhibitors; hit rate 4.4% among 390,000; AID 504339, 2011; further: potency means the concentration at half of the fitted maximal effect; on the % scale 0 is the no-effect control and ±100 the full control effect; nearly all actives have a fitted effect of over 50% in size
# * marks the source's active call; other numbers are inactive results; ? = inconclusive; . = not tested or not shown; & = joins results of further samples; [ ] = dose if it differs, or a comment. Unless noted, the call rests on the fitted dose curve; in most records, active means well fitted curve in the direction sought with a large enough effect; inconclusive means small, poorly fitted or top-dose-only effect, or another doubt; inactive means no such curve, though single readings can be large; an effect the other way counts as inactive or inconclusive.
SMILES,GLS inhibitor,12-LOX inh,BAZ2B inh,ERG-DNA inh,HP1b chromo inh,G9a inh,RGS4 inh,PI4K2A inh,JMJD2A Tudor
O=C(NC(Cc1ccccc1)C(=O)NCCc1ccccn1)c1ccccc1 (stereo unspecified),-7%,12%,-18%,-3%,22%,-4%,5%,-1,-5%
COc1ccc(Nc2nc(C)cc(C)c2C#N)cc1,5%,-10%,-8%,1%,46%[activator],-1%[59 µM],-7%,-2,20%
COc1ccccc1OCC(=O)Nc1ccc(CSc2ccccc2)cc1C,5%,0%,11%,-9%,55%[activator],1%[59 µM],17%,3,1%
CCCSc1nnc2c(n1)OC(CC)N(C(C)=O)c1ccccc1-2 (stereo unspecified),-1%,-23%,-1%,-13%,23%,-43%[59 µM],20%,2,1%
N/C(CCCN1CCCCC1)=N/O,66%[activator],0%,-2%,1%,18%,11%[59 µM],-25%,1,-6%
CCOC(=O)Cc1csc(NC(=O)/C=C\c2ccccc2Cl)n1,1%,-17%,0%,2%,-11%,-11%[0.501 µM],?,-4,-24%[57.1 µM]
Fc1cccc(Oc2nc3ccccc3n3cccc23)c1,-1%,212%[activator],37%,0%,30%,30%[59 µM],-8%,7,13%
CCCCN(C(=O)C(C)N1C(=O)c2ccccc2C1=O)c1c(N)n(CCCC)c(=O)[nH]c1=O (stereo unspecified),-2%,5%,-2%,2%,22%,4%[12.7 µM],-15%,-1,-4%
CC1CCN(c2nc3c(c(=O)[nH]c(=O)n3C)n2CC(C)CSc2nnnn2-c2ccccc2)CC1 (stereo unspecified),-2%,-24%,4%,12%,-8%,19%[59 µM],-26%,1,-30%
CCc1nnc(NC(=O)c2nc3nccc(C)n3n2)s1,0%,?,71µM*,0%,23%,?,-8%,-7,35µM*
COC(=O)C1C(C(=O)OC)C1(c1ccccc1)c1ccccc1 (stereo unspecified),5%,130%[activator],-13%,13%,20%,10%,3%,0,-3%
COc1ccc(-c2c(C3=CCCCC3)oc3ccc(-c4ccc5c(c4)OCO5)cc23)cn1,2%,?,.,9%,20%,.,-36%,-5,-33%
O=C(Nc1ccc2c(c1)OCCO2)N1CCN(c2ccc(F)cc2)CC1,23%,0%,?,-6%,-5%,-9%[59 µM],14%,-1,-25%
COc1ccc(CN(C)C(=O)C2CSC3(C)CCC(=O)N23)cc1OC (stereo unspecified),1%,10%,3%,6%,3%,31%[12.7 µM],13%,-6,-19%
Cc1cccc(-n2ncc3c(Nc4c(C)n(C)n(-c5ccccc5)c4=O)ncnc32)c1,14%,-24%,4%,-2%,19%,-29%,-6%,2,-3%
Cc1c(NS(=O)(=O)c2ccc3c(c2)NC(=O)CC(=O)N3)cccc1[N+](=O)[O-],4%,0%,-24%,-4%,33%,55%,5%,-3,-19%
COc1cccc(N2CCN(C(=O)CCC(=O)N3CCOc4ccc(C)cc43)CC2)c1,18%,21%,-11%,2%,18%,-8%,3%,-1,-19%
O=C(NNc1ccccc1)Nc1ccccc1F,-29%,?,?,13%,4%,50µM*,10%,-13,-13%
COc1ccc(N(Cc2cccs2)C(=O)Nc2ccccc2)cc1,3%,-9%,1%,2%,45%[activator],7%[59 µM],9%,-2,5%
CC1CCC2(CC1)NC(=O)N(CC(=O)NC(=O)Nc1ccc3c(c1)OCCO3)C2=O (stereo unspecified),1%,-16%,3%,-3%,12%,.,-6%,-5,-6%
COc1ccc(CCNC(=O)C(C)n2nc(C)c3sc4ccccc4c3c2=O)c(OC)c1 (stereo unspecified),8%,-3%,-34%,2%,-2%,?,-33%,4,?
CCS(=O)(=O)c1ccc(C(=O)Nc2ccccc2OC)c(Cl)c1Cl,8%,-5%,-10%,-7%,20%,-2%,7%,14,-8%
CCC(=O)Nc1ccc(C(=O)CN2C(=O)NC3(CCOc4ccccc43)C2=O)cc1 (stereo unspecified),5%,-3%,0%,-4%,33%,23%[12.7 µM],23%,0,-9%
O=C(CSCC(=O)N1CCN(c2ccccc2)CC1)Nc1nc(-c2ccc(Cl)s2)cs1,4%,-7%,-7%,-3%,-3%,?,9%,3,-31%
CCC(C)[C@H](NS(=O)(=O)c1ccc(C)cc1)C(=O)N1CCC(C(=O)N[C@@H](Cc2ccccc2)C(=O)O)CC1 (stereo partly specified),-12%,5%,-1%,9%,53%[activator],1%,-8%,-2,-10%
Cc1ccc(C)c(N(CC(=O)NC(C)(C)C)C(=O)CCC(=O)Nc2nccs2)c1,-2%,-5%,-7%,-1%,32%,.,18%,-5,-19%
Cc1ccc(S(=O)(=O)NCCN2CCOCC2)c(C)c1C,-11%,?,-12%,8%,22%,-31%,-7%,2,-4%
COc1ccc(N=C2SC(C(=O)Nc3ccc4c(c3)OCO4)CC(=O)N2C)cc1 (stereo unspecified),-15%&-2%,-9%,-39%,-7%&-9%,20%&7%,-46%,?,11&5,-23%&-34%
O=C(CN1C(=O)c2cccnc2Oc2ccc(Cl)cc21)N1CCCC1,-1%,11%,-11%,0%,27%,5%,6%,25,-5%
COCC(C)NC(=O)c1ccccc1OC(C)=O (stereo unspecified),7%,?,3%,5%,8%,1%[59 µM],-18%,7,-20%
COc1ccc(CCC(=O)Nc2cc(Cl)ccc2OC)cc1,3%,-19%,-34%,.,47%[activator],27%,11%,-3,4%
COc1ccc(-c2csc(NC(=S)NC(=O)/C=C/c3ccccc3)n2)cc1Br,-3%,66%[activator],0%,1%,13%,-38%,-31%,0,3%
Cc1ccc(CNC(=O)CN(CCc2ccccc2)S(C)(=O)=O)cc1,1%,-11%,0%,9%,56%[activator],7%,-16%,-2,1%[11.4 µM]
C[C@@H]([C@H](O)c1ccccc1)N(C)C(=S)Nc1ccccc1,21%,0%,3%,-10%,22%,18%,-22%,2,-2%
CCOc1ccsc1C(=O)NNC(=O)c1ccco1,22%,2%,-2%,2%,18%,13%,32%,-4,-5%
Cc1ccc(OCc2ccc(C(=O)NNC(=S)NCC3CCCO3)o2)c([N+](=O)[O-])c1 (stereo unspecified),27%,5%,-11%,4%,47%[activator],.,-17%,-6,-13%
COC(=O)[C@@]1(Cc2ccccc2)[C@H]2C(=O)N(C)C(=O)[C@H]2[C@H]2CN=C(SCc3ccc(Cl)cc3)N21,3%,-26%,.,12%,18%,.,4%,-3,-36%
CCn1c(SCC(=O)Nc2cccc(NC(=O)c3ccco3)c2)nnc1-c1cccs1,33%,-19%,-37%,-2%,19%,0%[12.7 µM],-1%,8,-13%
COc1ccccc1CNC(=O)N1CCN(c2ccccc2C)CC1,7%,-2%,-10%,2%,37%,-3%,-7%,2,-3%

# Grouped by structure: the entries above with a Cl atom.
SMILES,GLS inhibitor,12-LOX inh,BAZ2B inh,ERG-DNA inh,HP1b chromo inh,G9a inh,RGS4 inh,PI4K2A inh,JMJD2A Tudor
CCOC(=O)Cc1csc(NC(=O)/C=C\c2ccccc2Cl)n1,1%,-17%,0%,2%,-11%,-11%[0.501 µM],?,-4,-24%[57.1 µM]
CCS(=O)(=O)c1ccc(C(=O)Nc2ccccc2OC)c(Cl)c1Cl,8%,-5%,-10%,-7%,20%,-2%,7%,14,-8%
O=C(CSCC(=O)N1CCN(c2ccccc2)CC1)Nc1nc(-c2ccc(Cl)s2)cs1,4%,-7%,-7%,-3%,-3%,?,9%,3,-31%
O=C(CN1C(=O)c2cccnc2Oc2ccc(Cl)cc21)N1CCCC1,-1%,11%,-11%,0%,27%,5%,6%,25,-5%
COc1ccc(CCC(=O)Nc2cc(Cl)ccc2OC)cc1,3%,-19%,-34%,.,47%[activator],27%,11%,-3,4%
COC(=O)[C@@]1(Cc2ccccc2)[C@H]2C(=O)N(C)C(=O)[C@H]2[C@H]2CN=C(SCc3ccc(Cl)cc3)N21,3%,-26%,.,12%,18%,.,4%,-3,-36%

# These rows are one share of the data; rates above refer to the full screens.
